Bioassay records deposited in PubChem BioAssay by University of Kansas High Throughput Screening Laboratory.
Pf apPOL inh = Pf-apPOL inhibitors, biochemical, fluorescence | Plasmodium falciparum apicoplast DNA polymerase (apPOL) | inhibition, % at 10 µM | Recombinant Pf-apPOL, molecular beacon fluorescence, 1.5 h | 0.25% of 210,000 active
mHTT CaM bind = mutant huntingtin-calmodulin interaction inhibitors – biochemical, AlphaScreen, primary screen. AlphaScreen His-mHTT/GST-CaM binding, luminescence. inhibition, % at 15 µM. 3.6% of 190,000 active. AID 1671202, 2021;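 also: 0% = both proteins with DMSO and 100% = one protein alone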
The depositor's hits bear a star; i = inactive; . = no result given; & = joins results of further samples. Rule as the data show it: active = inhibition above about 50%; inactive = the rest.

Value order: Pf apPOL inh	mHTT CaM bind
COc1cc(C2C(C(=O)Nc3cc(C)ccn3)=C(C)NC3=C2C(=O)CCC3)cc(OC)c1OC (stereo not drawn)
 : -2	10
CCNC(=O)CCC1CCN(c2cc(NCC)ncn2)CC1
 : 3	3
Cc1c2cnn(C)c(=O)c2c(C)n1Cc1cccs1
 : -11&-8	.
COCCN(CCOC)S(=O)(=O)c1ccc(C(=O)Nc2nnc(COC)o2)cc1
 : -42	11
COCCOCC1CCN(C(=O)Nc2ccc3c(c2)OCO3)CC1
 : -2	-16
N#Cc1c(-c2cccs2)nn(-c2ccc([N+](=O)[O-])cc2)c1N
 : -6	.
O=C(NCCCN1CCN(c2ccccc2)CC1)C(=O)Nc1cccnc1
 : -4	-8
CC(=O)Nc1cccc(-n2nnc(SCc3cc(Cl)cc4c3OCOC4)n2)c1
 : -4	.
O=C(c1ccccc1F)N1CCC(CCOc2ccccc2F)CC1
 : 0	6
Cc1c(C=Nc2ccccc2[N+](=O)[O-])c(=O)n2c([nH]c3ccccc32)c1C#N
 : -14	11
O=C(O)c1c2c(nc3ccccc13)CCCCC2
 : -4	-3
Brc1ccc(OCCSc2nc3ccccc3[nH]2)cc1
 : -2	-28
COc1ccc(C2=N/C(=C/c3ccc(OC)c(OC)c3)C(=O)O2)cc1
 : -5	1
O=C(CSc1n[nH]c(-c2ccncc2)n1)NC(=O)Nc1ccccc1
 : -4	.
c1ccc(-n2ncc3c(N4CCC5(CC4)OCCO5)ncnc32)cc1
 : -4	7
O=C(CSc1cc(-c2ccccc2)nc2ncnn12)c1ccc(Br)cc1
 : 10	.
COc1ccc(CCN(C)C2CC(=O)N(c3ccc(F)cc3)C2=O)cc1OC (stereo not drawn)
 : 1	4
CC1(C)CC(=O)C2=C(C1)N=C1c3ccccc3C(=O)C1C2c1cccc(Cl)c1 (stereo not drawn)
 : -2	64*
CN1CCN(C(=O)CC2Sc3ncccc3N(C)C2=O)CC1 (stereo not drawn)
 : -4	-10
CC(C)C(=O)Nc1c2c(nn1-c1ccc([N+](=O)[O-])cc1)CS(=O)(=O)C2
 : -2	1

Next part:
Value order: Pf apPOL inh	mHTT CaM bind
CCOc1ccc(NC(=O)c2cc(OCC)c(OCC)c(OCC)c2)c([N+](=O)[O-])c1
 : -1	1
Cc1ncc2c(n1)CCN(C(=O)c1ccc(Cl)cc1)C2
 : 2	-4
Cc1ccc(-n2nc(C)c3sc(N4CCC(NC(=O)C5CCCO5)CC4)nc32)cc1 (stereo not drawn)
 : -7	4
CCCn1cnnc1C1CCN(C(=O)c2ccsc2)CC1
 : 0	-6
COc1ccc(CCNC(=O)CSc2nc(N)c3c4c(sc3n2)CCCC4)cc1
 : -1	-2
Cc1ccc(C(=O)Nc2c3c(nn2-c2ccc(Cl)cc2)CSC3)cc1[N+](=O)[O-]
 : -8	-3
Cc1c(Cl)cccc1NC(=O)C(=O)NCC1CCCO1 (stereo not drawn)
 : 0	3
COc1cc(C2c3c(oc4ccccc4c3=O)C(=O)N2C)cc(OC)c1OC (stereo not drawn)
 : -9	-1
Cc1cc(C)c(C)c(Oc2ncnc(N)c2[N+](=O)[O-])c1
 : -4	7
CCCC1(CO)CCCN1C(=O)c1ccc2[nH]ccc2c1 (stereo not drawn)
 : -5	-1
CCC(C)NC(=O)c1csc(-c2ccncc2)n1 (stereo not drawn)
 : 0	-5
O=C(CSCc1ccccc1)N1CCN(S(=O)(=O)C2CC2)CC1
 : -6	-15
Cc1cccc(C)c1NC(=O)C1CC(=O)N(C2CCCCC2)C1 (stereo not drawn)
 : -10	-5
Cc1ccc(Br)cc1S(=O)(=O)Nc1ccccn1
 : 0	-3
Cc1cc(NC(=O)C23CC4CC(C)(CC(C)(C4)C2)C3)no1
 : -7	0
Cn1c2ccccc2c2c(C(=O)NC3CC3)cn(C3CCCC3)c(=O)c21
 : 2	12
COC(=O)C12CC3CC(CC(NC(=O)c4csc(-c5ccccc5)n4)(C3)C1)C2
 : 2	-4
CC(=O)NCCc1csc(C2CCN(C(=O)c3ccccc3Cl)CC2)n1
 : 0	9
O=C(NC1CCCCC1N1C(=O)CSC1=O)c1ccc(Cn2ccnc2)cc1 (stereo not drawn)
 : -1	-10
COc1ccc(S(=O)(=O)NCC(C)C)cc1OC
 : -5	-4

Continued.
Value order: Pf apPOL inh	mHTT CaM bind
CCCCCSc1nnc2c(n1)OC(c1ccco1)Nc1ccccc1-2 (stereo not drawn)
 : -3	24
O=C(NCc1cccc(F)c1)C1c2ccccc2CCN1C(=O)c1ccccc1 (stereo not drawn)
 : -4	7
N=C(N)c1csc2ccccc12
 : -6	.
Cc1ccc(C)c(NC(=O)C2CC(=O)N(c3ccc4c(c3)CCN4C(=O)C3CC3)C2)c1 (stereo not drawn)
 : -5	5
COc1cc(/C=C2/SC(=N)NC2=O)ccc1OCc1ccc([N+](=O)[O-])cc1
 : -4	20
O=C(COc1ccccc1CSc1ccc(Cl)cc1)NN=Cc1ccc(C(F)(F)F)cc1
 : -6	.
Cc1ccc(NC(=S)NCCO)cc1
 : 2&4	.
COc1ccccc1NC(=O)CN(c1ccccc1Cl)S(=O)(=O)c1ccccc1
 : -4	-1
CSc1ccc(CN2CCCCCC2)cc1
 : -1	-5
COCC(C)NCc1ccc(OC)c(C)c1 (stereo not drawn)
 : 4	-9
Cc1ccc(C2CC(C(F)(F)F)n3nc(C(=O)N4CCN5CCCC5C4)c(Cl)c3N2)cc1 (stereo not drawn)
 : -4	33
CCNC(=O)C1CCN(c2ccc3c(c2)OCCO3)C1=O (stereo not drawn)
 : 0	0
NC(=O)c1ccccc1NC(=O)c1ccc2c(c1)OCO2
 : 2	6
CC(O)(CNC(=O)Nc1ccc(C(F)(F)F)cc1)c1ccco1 (stereo not drawn)
 : -2	-20
O=C(Nc1ccc(N2CCCN(Cc3ccc(F)cc3)C2=O)cc1)C1CCC1
 : 0	-8
COc1cc(CNC(=O)c2cc3c(n2C)CCN(Cc2ccccc2)C3)cc(OC)c1
 : -1	48
CN(CC(=O)NCCc1ccc(Cl)cc1)S(=O)(=O)c1ccc(Br)s1
 : 2	-2
COc1ccc(N(C)S(=O)(=O)c2ccc3nc(-c4ccccc4)[nH]c3c2)cc1
 : -7	10
CCOC(=O)C1CCN(C(=O)C2CCN(c3ccc(N4CCOCC4)nn3)CC2)CC1
 : -3	3
O=C(c1ccc(Br)cc1)c1ccc(N2CCOCC2)c([N+](=O)[O-])c1
 : 0	12

Additional results follow:
Value order: Pf apPOL inh	mHTT CaM bind
COc1ccc(-c2ccc(C3C(C#N)=C(N)OC4=C3C(=O)CC(C)(C)C4)o2)cc1 (stereo not drawn)
 : -3	16
COc1ccc(-c2c(C)c3cc(OCc4ccc(F)cc4)ccc3oc2=O)cc1
 : -8	-13
CC(C)c1cc(C2CCCN2C(=O)c2ccnn2C)on1 (stereo not drawn)
 : -1	3
NC(=O)CN1CCC(COCc2ccccc2)CC1
 : 8	-11
COc1ccccc1NC(=O)c1cnccn1
 : 0	10
N/C(=N\OCC(=O)Nc1cccc([N+](=O)[O-])c1)c1nonc1N
 : 1	i
O=C(Cc1ccc(Cl)cc1)Nc1ccc(-c2nc3ccccc3o2)cc1
 : -1	10
CCOC(=O)C(C)Oc1ccc2c(C)c(-c3ccc(OC)cc3)c(=O)oc2c1 (stereo not drawn)
 : -10	-32
Nc1[nH]ncc1C(=O)Nc1ccccc1
 : 3	3
CC(C)(C)N1CC(COc2ccccc2)OC1=O (stereo not drawn)
 : -8	4
CN(Cc1ccccc1)Cc1ccccc1
 : 2	-10
CCc1cccc(C)c1NC(=O)Cn1cnc2c(-c3ccc(C)cc3)csc2c1=O
 : 0	12
O=C1c2ccccc2C(=O)N1CCOc1ccccc1
 : 39	-6
COc1cc(C(=O)c2ccccc2)c(OC)cc1C(=O)Nc1ccc(O)cc1
 : 0	37
COc1ccc(C=CC(=O)N2CCN(c3ccccc3OC)CC2)cc1OC1CCCC1
 : 0	.
Cc1ccc(C=C2Oc3cc(O)ccc3C2=O)cc1
 : -8	-4
O=C(Nc1cccc2ccccc12)c1ccc(F)cc1
 : -7	6
Cc1ccc(-n2nc3c(c2NC(=O)C2CCCCC2)CSC3)c(C)c1
 : -8	25
CC(NCC(O)COC1CC2CCC1(C)C2(C)C)c1ccccc1 (stereo not drawn)
 : -2	44
O=C(NC1(c2nc(-c3cccnc3)no2)CCCCC1)c1cc(C2CC2)[nH]n1
 : 2	14

New compounds follow
Value order: Pf apPOL inh	mHTT CaM bind
COc1cccc(C(=O)Nc2ccc3oc(-c4cccc(Br)c4)nc3c2)c1
 : -2	5
O=C(c1cnccn1)N1CCN(c2cc(-n3cccn3)ncn2)CC1
 : 0	-10
O=C(Cn1c(=O)oc2ccccc21)Nc1cccc(-c2ccn[nH]2)c1
 : -1	-2
COc1cc(C(O)CO)ccc1O (stereo not drawn)
 : -5	.
CCCOc1ccccc1/C=C1\C(=O)Nc2ccc(Br)cc21
 : 5	97*
Cc1cc(N2C(=O)CCC2(C)C(=O)NC2CCCC2)ccc1Br (stereo not drawn)
 : -1	11
OC1(C(F)(F)F)CC(/C=C/c2cccs2)=NN1 (stereo not drawn)
 : -1	-1
COCCn1cc2c3c(cccc31)CN(C(=O)NC1CCCC1)CC2
 : 0	8
O=C(CCCCCN1C(=O)c2cccc([N+](=O)[O-])c2C1=O)Nc1cccc(Cl)c1
 : -3	5
COc1cccc(CC(=O)Nc2ccn(-c3ccc(F)cc3F)n2)c1
 : -4	-10
Cc1ccc(-c2nnc(N3CCC(C(=O)NCCC4=CCCCC4)CC3)o2)cc1
 : -7	13
CC1(C)CC(=O)C2=C(C1)c1c(ccc3ncccc13)NC2c1ccc(Br)cc1 (stereo not drawn)
 : 3	25
O=S(=O)(Nc1cccnc1)c1ccc(Br)cc1
 : .	-3
COc1cc([N+](=O)[O-])ccc1NC(=O)c1sc2ccccc2c1Cl
 : 3	-18
CCOc1ccc(C2CC(=O)C3=C(C2)Nc2ccccc2NC3c2ccc(Cl)cc2)cc1OC (stereo not drawn)
 : 13	43
CCCCC1(CO)C(=O)N(c2ccccc2)N(c2ccccc2)C1=O
 : -12	.
Cn1c(SCC(=O)O)nc2ccccc21
 : -1	-2
O=C1CC(CNS(=O)(=O)c2ccc3c(c2)OCCO3)CN1c1ccc(Cl)cc1 (stereo not drawn)
 : -5	3
N=c1c2c3c(sc2ncn1Cc1ccco1)CCCCC3
 : -7	0
Cn1ncc(Cl)c1C(=O)NN
 : .	-11

Going on with the list.
Value order: Pf apPOL inh	mHTT CaM bind
COc1ccc(N=Cc2cc(Br)cc(OC)c2O)cc1Cl
 : 4	6
O=C(Nc1nc(-c2ccc3c(c2)OCO3)cs1)c1cc(=O)c2ccccc2o1
 : 2	-5
CC(=O)Nc1ccc(-c2noc(C3CCN(C(=O)c4cccc(C)c4)CC3)n2)cc1
 : 0	9
CC(=O)NCCc1csc(C2CCN(C(=O)Nc3ccccc3F)CC2)n1
 : 0	-9
CC(=O)Nc1ccccc1C(=O)C(=O)NC1CCCCC1C (stereo not drawn)
 : -2	2
COc1cccc(-c2nc(C3CCN(C(=O)c4nccc5ccccc45)CC3)no2)c1
 : -6	98*
COc1ccc(-c2nnc(N3CCC(C(=O)Nc4cc(OC)ccc4OC)CC3)o2)cc1
 : -4	-6
COc1cccc2cc(C(=O)NC(C)=O)c(=Nc3ccc(F)cc3)oc12
 : -4	5
O=C(C1CCN(c2nnc(-c3ccccc3)o2)CC1)N1CCN(c2ccc(F)cc2)CC1
 : -4	23
COc1ccc(CN[C@H]2CCC23CCC(C)CC3)cc1 (stereo partly drawn)
 : -1	-9
CCNc1cc(N2CCC(CCC(=O)NCCC(C)C)CC2)ncn1
 : -3	-3
Cc1ccccc1Oc1ccc(NC(=O)c2ccc([N+](=O)[O-])cc2)c(Oc2ccccc2C)c1
 : -4	.
CCCNC(=O)C1CC(c2cc(OC)c(OC)c(OC)c2)=NO1 (stereo not drawn)
 : -4	-5
COc1ccc(/C=C/C23NC(=O)CCN2c2ccccc2C3(C)C)cc1OC (stereo not drawn)
 : -4	17
Cc1cc(C2CCCN2C(=O)c2cc(C(F)(F)F)n(C)n2)no1 (stereo not drawn)
 : -1	-5
O=C1ON=C(c2ccccc2)/C1=C/c1ccc(O)cc1
 : 3	9
CSc1ccccc1NC(=O)Cn1nc(C)c([N+](=O)[O-])c1C
 : -18	-1
O=C(Nc1c2c(nn1-c1ccc([N+](=O)[O-])cc1)CSC2)c1c(F)cccc1Cl
 : -100	35
Cc1nn(CCCC(=O)Nc2sc3c(c2C#N)CCC3)c(C)c1[N+](=O)[O-]
 : 5	8
C[C@H]1[C@@H](NCc2ccccc2)CC[C@@]23CCCN2C(=O)CCC[C@@H]13
 : -7	-6
O=Cc1cnn2cccnc12
 : .	-3
Cc1ccc(S(=O)(=O)Cc2nc(-c3ccccc3Cl)no2)cc1
 : 4	-40
O=C(NC1CCN(C(=O)c2ccc(F)cc2)C1)C1CC1 (stereo not drawn)
 : -5	1
